Compound activity (PubChem)
XiGFP reactiv – activators of inactive X chromosome reactivation, primary screen, imaging, XiGFP fibroblasts, GFP high-content imaging, set 2 | XiGFP mouse fibroblasts, % GFP-positive cells imaging, 3 d; cells co-treated with 5-aza-dC sensitizer; scaled so ellipticine positive control = 100% | activation, % at 7.58 µM | 360,000 tested, 0.055% active;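 active = mean normalized replicate activation at least 10% and every replicate at or above 10%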;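 also: 0% = median of on-plate neutral control wells and 100% = ellipticine 6 µM median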
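material = 68-5-11 XiGFP fibroblast line | medium = DMEM plus 5-aza-dC sensitizer | schedule = 3 days compound exposure | benchmarks = positive control ellipticine, 6 µM final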
E-sel inducer – E-selectin induction in HUVECs, primary screen, imaging, HUVEC, immunofluorescence imaging, single point. normalized: neutral wells 0, TNF-alpha wells 100. 260,000 tested, 0.37% active. AID 686992, 2013. P16581. activation, % at 7.58 µM;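 active = mean E-selectin-positive cell signal at least 10% of the positive control, reached in at least 60% of replicates, without over 20% cell loss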;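 also: in these data hits start at about 27%; measured in HUVEC primary endothelial cells; signal is the percent of cells scored E-selectin positive by PE staining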
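Test system: HUVEC | Signal: Immunofluorescence imaging | Read-out: Percent E-selectin-positive cells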
EWS-Fli inh – EWS/Fli-driven NR0B1 reporter inhibitors, primary screen, A673 cells, NR0B1 luciferase, luminescence, MLPCN library; 350,000 tested, 0.67% active; viability-normalised; inhibition, % at 12.6 µM;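 active = mean inhibition of at least 50% after viability correction, with every replicate also passing that limit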;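 also: firefly luciferase signal divided by Alamar Blue viability fluorescence both relative to DMSO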
RAD52 anneal inh – RAD52 DNA annealing inhibitors, primary screen, biochemical, FRET, single point, set 2. DNA repair protein RAD52 homolog (Homo sapiens), P43351. recombinant RAD52 DNA annealing, FRET fluorescence. 360,000 tested, 0.46% active. inhibition, % at 18.7 µM;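 active = every replicate showing at least 50% inhibition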
Target sequence (P43351 whole entry, looked up): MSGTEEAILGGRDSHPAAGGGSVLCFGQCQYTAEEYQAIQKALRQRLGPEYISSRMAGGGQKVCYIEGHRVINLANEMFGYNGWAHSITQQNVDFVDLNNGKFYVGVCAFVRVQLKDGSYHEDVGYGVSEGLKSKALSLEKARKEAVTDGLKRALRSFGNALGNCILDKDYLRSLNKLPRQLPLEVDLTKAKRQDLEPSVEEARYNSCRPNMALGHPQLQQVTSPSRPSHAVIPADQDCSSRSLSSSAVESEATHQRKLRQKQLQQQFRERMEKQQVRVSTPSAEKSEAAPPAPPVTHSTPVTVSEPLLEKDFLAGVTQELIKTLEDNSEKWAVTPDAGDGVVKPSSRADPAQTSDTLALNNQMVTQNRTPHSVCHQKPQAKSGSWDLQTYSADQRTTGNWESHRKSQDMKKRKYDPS
FN deposition inh – inhibitors of fibronectin matrix deposition, primary screen, AH1F cells, Alexa488-fibronectin fluorescence, plate reader; 350,000 tested, 0.086% active; AID 743247, 2014; AH1F fibroblasts, overnight; inhibition, % at 12.6 µM;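 active = mean inhibition across replicates of 30% or more, regardless of how many single replicates reach that level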;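 also: positive control wells lacked labelled fibronectin entirely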
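Assay system: AH1F fibroblast monolayer, labelled fibronectin deposition. Amount: 10000 cells per well. Also added: labelled fibronectin 24 nM. Compound: single-point pinned compound. Incubation: cell attachment 1 h, compound and FN exposure overnight. Detection: fluorescence after three HBSS washes, excitation 485 nm, emission 525 nm. Read-out: inhibition of fibronectin deposition signal.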
S100A4 inh HTS – inhibitors of S100A4-myosin IIA peptide binding, primary screen, biochemical, fluorescence polarization, TAMRA-MyoIIA peptide. Protein S100-A4 (Homo sapiens), P26447. inhibition, % at 10.7 µM. 360,000 tested, 0.14% active. AID 652163, 2013;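 active = mean inhibition of at least 70% across replicates, with every replicate also reaching that level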
Target sequence (P26447 whole entry, looked up): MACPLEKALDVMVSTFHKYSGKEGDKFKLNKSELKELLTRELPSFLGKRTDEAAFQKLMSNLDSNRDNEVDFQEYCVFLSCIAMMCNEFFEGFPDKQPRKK
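Assay system: human S100A4 monomer with TAMRA-labelled myosin IIA peptide / Buffer or medium: Calcium-containing HEPES buffer, pH 7.2 / Reagent: TAMRA-labelled myosin IIA heavy-chain peptide probe, 5 nM / Compound: one dose per compound / Timing: polarization read 5 min after assay mix addition, stable 5–60 min / Benchmarks: neutral control DMSO, positive control TFP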
esBAF inh – Bmi1 luciferase reporter increase in mESCs, primary screen, esBAF inhibitor project, mouse ES cells, Bmi1 luciferase knock-in, single point | 350,000 tested, 2% active | 24 h; 100% = twice the neutral-well signal | reporter increase, % at 12.5 µM; in the data active = activation above about 40%;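 also: 0% = median of the plate's neutral control wells and 100% = double that signal; a rise in the Bmi1 reporter signal indicates esBAF inhibition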
RAD54 inh – inhibitors of human RAD54 branch migration, primary screen, biochemical, fluorescence, single point | inhibition, % at 10.4 µM | DNA repair and recombination protein RAD54-like (Homo sapiens), Q92698 | 360,000 tested, 0.14% active | RAD54 Holliday junction branch migration, FAM/BHQ fluorescence;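 active = mean normalized replicate activity at least 40 and at least half of replicates scoring 40 or more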;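 also: 0% = median of neutral control wells and 100% = median of positive control wells; inhibitors cause a drop in the FAM fluorescence signal; in these data hits start at about 50%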
Starred values were filed as active, the others as inactive; . = no result given; & = joins results of further samples.

SMILES	XiGFP reactiv	E-sel inducer	EWS-Fli inh	RAD52 anneal inh	FN deposition inh	S100A4 inh HTS	esBAF inh	RAD54 inh
O=C(c1ccoc1)N1CCC2(CCCN(Cc3ccc(F)c(F)c3)C2)C1 (stereo not given)	-0.1	-0.1	.	-13	4	-2	1	-9
O=C(Nc1ccc2c(c1)[C@@H]1C[C@@H](CC(=O)N3CCOCC3)O[C@H](CO)[C@@H]1O2)NC1CCCC1	0.6	-0.4	3	8	3	2	4	0
c1ccc(OCc2nnc(-c3ccccc3)o2)cc1	0.4	.	-84	-5	.	-2	.	.
CC12CCC(C(=O)N3CCCc4ccccc43)(OC1=O)C2(C)C (stereo not given)	0.1	0.2	-2	0	3	-6	.	.
CN(CC(=O)Nc1cccc(S(=O)(=O)N2CCCC2)c1)CC(=O)Nc1ccc(Cl)c(C(F)(F)F)c1	0.1	0.5	37	-5	0	-2	16	-5
COc1ccccc1C(=O)NC(=O)COC(=O)c1ccc(Cl)nc1	0.0	.	2	-16	-4	-11	.	.
CC(C)NC(=O)N1[C@H](CO)[C@H]2c3ccccc3N(C(=O)Nc3ccccc3)C[C@H]21	0.6	0.3	-31	0	14	9	29	4
COc1ccc(-c2ccc3c(c2)[C@@H]2[C@@H](CCN2S(=O)(=O)c2ccc(F)cc2)[C@H](CO)N3C)cc1	0.0	0.1	3	4	8	1	.	.
CCOC(=O)C1CCN(C(c2ccc(OC)c(OC)c2)c2sc3nc(C)nn3c2O)CC1 (stereo not given)	0.0	0.2	0	1	-3	0	-7	7
C[C@@H]1CN([C@H](C)CO)C(=O)c2cc(C#CC3(O)CCCC3)cnc2O[C@H]1CN(C)C(=O)C1CCCCC1	0.2	0.0	0	12	.	56	-2	9
CON/C=N/C(=S)Nc1ncc(C(F)(F)F)cc1Cl	0.0	.	19	-6	0	-4	.	.
Nc1c(C(=O)O)sc2nc(-c3ccccc3)cc(-c3ccc(Cl)cc3)c12	0.2	.	11	-21	-5	-7	-11	8
CCn1c(=O)[nH]c2cc(Cl)c(Cl)cc21	0.0	-0.4	8	-8	7	6	-8	-3
CCCNC(=O)c1ccc(N2CCC3(CC2)CC(c2ccccc2)=NO3)c(NC(=O)Cc2ccc(F)cc2)c1	0.1	1.6	14	-41	-13	-2	-8	-11
CN1CCN(C(=O)C[C@H]2C[C@@H]3c4cc(NS(=O)(=O)c5ccc(F)cc5)ccc4O[C@@H]3[C@@H](CO)O2)CC1	-0.1	-0.7	2	.	-13	.	-4	1
CCOC(=O)c1c(Cc2cccc(Cl)c2)c[nH]c1C	0.1	.	19	-13	2	-4	.	.
COc1ccc(NC(=O)N(C)C[C@H]2Oc3c(NC(=O)Nc4ccccc4)cccc3C(=O)N([C@@H](C)CO)C[C@@H]2C)cc1	-0.2	0.3	1	12	.	-4	4	4
S=C(NCc1ccncc1)Nc1ccccc1	0.1	.	4	-26	-3	-1	.	-4
CC(=O)Nc1ccc(NC(=O)C(NS(=O)(=O)c2ccc3c(c2)OCCO3)C(C)C)cc1 (stereo not given)	1.9	-0.2	-3	-5	4	5	-3	-10
CC(C)=CCC/C(C)=C/CNC(=O)C[C@H]1C[C@H](C(=O)N2CCCCC2)[C@@]2(C)c3[nH]c4cc(-c5ccco5)ccc4c3CCN2C1=O	0.4	-0.3	-3	-66	2	-3	20	-11
CCOC(=O)c1sc2nc(COC(=O)c3c(F)cccc3F)[nH]c(=O)c2c1C	0.0	0.1	3	-102	-9	7	-5	1
O=C(CSC(=S)N1CCCC1)N1CCN(S(=O)(=O)c2ccccc2F)CC1	0.0	.	-6	6	0	2	-3	0
CC(OC(=O)c1ccc(-n2cnnn2)cc1)C(=O)Nc1ccc(F)c(F)c1F (stereo not given)	0.2	1.9	-6	-13	-2	-4	-4	7
COc1ccc(-c2nc3ccc(C)cn3c2Cc2cccc(F)c2)cc1OC	-0.1	0.2	-31	-52	3	-5	26	-4
CCOC(=O)NN1C(=O)c2ccccc2NC1C (stereo not given)	0.6	-0.7	9	-18	2	8	-10	11
SMILES	XiGFP reactiv	E-sel inducer	EWS-Fli inh	RAD52 anneal inh	FN deposition inh	S100A4 inh HTS	esBAF inh	RAD54 inh
CCC(=O)Nc1ccc(Cl)c(NC(=O)c2cccc(OC)c2)c1	0.0	.	-6	-4	1	-2	-4	.
CCc1ccc(-c2cc(N)n(-c3ccccc3)n2)cc1	0.4	2.1	-97	-12	0	-4	68*	.
C[C@H](O)C#Cc1cnc2c(c1)C(=O)N([C@H](C)CO)C[C@H](C)[C@H](CN(C)Cc1ccccn1)O2	0.0	0.1	-3	4	.	-9	-3	4
Cc1cccc(N2C(=O)C=CC2=O)c1	0.0	0.7	8	-8	-4	0	0	9
O=C(c1cc2cccc([N+](=O)[O-])c2oc1=O)N1CCOCC1	0.2	-0.2	-7	0	7	-12	.	-2
CCOC(=O)c1ccc(NC(=O)C2=C(C)Nc3nc(CCCO)nn3C2c2cccc(C)c2)cc1 (stereo not given)	0.3	.	-1	-12	-6	0	-7	-16
COCCCNC(=O)C[C@H]1C[C@H](C(=O)N2CCCCC2)[C@@]2(CCc3ccccc3)c3[nH]c4ccc(Cl)cc4c3CCN2C1=O	0.1	-1.8	13	-11	4	7	10	17
N#C/C(=C\Nc1ccc2c(c1)OCCO2)c1nc(-c2ccccc2)cs1	0.4	1.3	-5	-81	6	1	.	.
O=C(COc1ccccc1F)NCC(c1ccco1)N1CCCC1 (stereo not given)	-0.1	.	7	-24	7	-2	.	.
COc1ccccc1NC(=O)N1[C@@H](C#N)[C@H](c2ccccc2)[C@@H]1CO	0.0	0.6	-7	-9	-24	-2	3	0
C[C@@H]1CN([C@H](C)CO)C(=O)c2cc(NC(=O)C3CCCCC3)ccc2O[C@@H]1CN(C)S(=O)(=O)c1ccccc1	0.0	0.2	-2	-1	.	2	-5	-4
CCCc1nn2c(N)c(/C=C3\C=Nc4ccccc43)c(=O)nc2s1	0.1&-0.1	.	7&11	-27&-17	-5&1	-13&0	.	2&-7
Cn1c(-c2cc(Cl)ccc2O)nc2c1c(=O)[nH]c(=O)n2Cc1ccccc1	0.0	.	19	-7	11	-1	.	.
COc1ccc(OC)c(NC(=O)CSc2ncnc3sc(C)cc23)c1	0.2	0.6	-4	-17	5	-6	2	-8
Cc1cccc(-c2ccc([C@@H]3[C@@H](CO)N4CCCCN(S(=O)(=O)c5cn(C)cn5)C[C@@H]34)cc2)c1	0.0	-0.3	.	-3	.	13	.	-10
Cc1ccc2cc(NC(=O)C3(C)CCN(C)C3)ccc2n1 (stereo not given)	0.1	0.4	-23	-4	-32	-11	2	-7
C[C@H](CO)N1C[C@H](C)[C@@H](CN(C)S(=O)(=O)c2cccs2)OCCCC[C@H](C)Oc2ccc(NS(=O)(=O)c3ccc(Cl)cc3)cc2C1=O	0.0	.	5	-46	-1	-10	11	-2
COc1ccc(C(=O)COC(=O)/C=C/c2ccco2)cc1F	-0.1	.	4	-27	1	-2	5	-7
Cc1ccccc1S(=O)(=O)N1CCCCN2[C@H](C1)[C@@H](c1ccc(C#CCN(C)C)cc1)[C@@H]2CO	0.1	-0.1	16	60*	3	-19	-5	-5
CCOc1ccc2oc(C(=O)OCC(=O)N3CCCC(C)C3)c(C)c2c1 (stereo not given)	0.1	0.3	-14	-16	4	1	20	-8
CCn1c(SCC(=O)NCCc2ccccc2)nc2c([nH]c3ccccc32)c1=O	0.2	1.1	8	-2	-2	-2	.	-16
COc1ccc2c(C)cc3n[nH]c(=S)n3c2c1	0.0	0.5	-11	-2	9	7	-7	.
COC(=O)c1nc(NNC(=O)c2ccccc2)sc1-c1ccccc1	0.0	.	4	15	3	3	3	-2
C=CCn1nc(-c2ccccc2)c(N2CCCCC2)cc1=O	0.1	-1.7	8	-5	13	7	.	.
COc1ccc(NC(=O)c2ccc(N3C(=O)C4CC=C(C)CC4C3=O)cc2)c(OC)c1 (stereo not given)	0.0	-0.1	-1	-7	2	0	-10	12

Gathered by group, those above with an aryl thioether with sulfur outside any ring
SMILES	XiGFP reactiv	E-sel inducer	EWS-Fli inh	RAD52 anneal inh	FN deposition inh	S100A4 inh HTS	esBAF inh	RAD54 inh
COc1ccc(OC)c(NC(=O)CSc2ncnc3sc(C)cc23)c1	0.2	0.6	-4	-17	5	-6	2	-8
CCn1c(SCC(=O)NCCc2ccccc2)nc2c([nH]c3ccccc32)c1=O	0.2	1.1	8	-2	-2	-2	.	-16

Next results
SMILES	XiGFP reactiv	E-sel inducer	EWS-Fli inh	RAD52 anneal inh	FN deposition inh	S100A4 inh HTS	esBAF inh	RAD54 inh
O=C(Cn1c(=O)c2cccn2c2ccccc21)Nc1cc(F)ccc1F	0.2	.	6	-60	6	-4	6	5
O=C(NCCN1C(=O)S/C(=C/c2cccnc2)C1=O)C1CC(=O)N(Cc2ccccc2)C1 (stereo not given)	-0.1	-1.7	3	-4	-5	-1	.	.
COc1cc(CN2CC3(CCN(S(=O)(=O)c4cn(C)cn4)CC3)c3c(n(C)c4cc(OC)ccc34)[C@@H]2CO)cc(OC)c1	0.0	-0.2	-14	-112	1	9	.	.
COC(CNC(=O)c1ccc2c(c1)nc(C)n2-c1cc(C)cc(C)c1)OC	0.0	.	-2	2	2	3	-5	3
Cc1ccsc1C(=O)OCc1cc(=O)n2ccsc2n1	0.0	-0.5	-99	-4	-2	-5	-9	4
COc1ccc(/C=C(\C#N)C(=O)OCC(=O)NCc2ccccc2OC)cc1	0.0	-0.6	-5	-26	11	17	.	.
O=C(Nc1ccc2c(c1)OCO2)N1[C@@H]2CNC[C@H]1C2c1ccc(/C=C/c2ccccc2)cc1 (stereo not given in full)	0.0	0.5	.	60*	0	-12	.	.
C[C@H]1CN([C@@H](C)CO)C(=O)c2cc(NC(=O)CCCN(C)C)ccc2O[C@H]1CN(C)C	0.1	0.0	2	-10	-6	-23	-3	0
Oc1ccc(Br)cc1/C=N/n1c(COc2ccccc2)n[nH]c1=S	0.1	.	11	3	0	-7	-4	-1
Cc1cc(C)cc(NC(=O)OCCN2CCN(Cc3ccccc3)CCC2=O)c1	0.1	0.3	1	-21	11	-17	7	0
Cc1ccc(CSCC(=O)NCCc2ccccc2)cc1	-0.1	1.2	-3	-4	5	-3	.	7
Cn1cc([N+](=O)[O-])c(C(=O)N/N=C/c2ccncc2)n1	0.1	.	4	-6	-1	0	-3	7

A draw from above in order of number of heavy atoms, low to high.
SMILES	XiGFP reactiv	E-sel inducer	EWS-Fli inh	RAD52 anneal inh	FN deposition inh	S100A4 inh HTS	esBAF inh	RAD54 inh
O=C(Cn1c(=O)c2cccn2c2ccccc21)Nc1cc(F)ccc1F	0.2	.	6	-60	6	-4	6	5
COc1ccc(/C=C(\C#N)C(=O)OCC(=O)NCc2ccccc2OC)cc1	0.0	-0.6	-5	-26	11	17	.	.
O=C(NCCN1C(=O)S/C(=C/c2cccnc2)C1=O)C1CC(=O)N(Cc2ccccc2)C1 (stereo not given)	-0.1	-1.7	3	-4	-5	-1	.	.
O=C(Nc1ccc2c(c1)OCO2)N1[C@@H]2CNC[C@H]1C2c1ccc(/C=C/c2ccccc2)cc1 (stereo not given in full)	0.0	0.5	.	60*	0	-12	.	.
